From PubChem
Neddylation inh: inhibitors of human cullin neddylation; calls only at 25 µM; TR-FRET cullin neddylation, biochemical; AID 651699; 360,000 tested, 0.58% active; in the data active = inhibition above about 36%
SKN-1 inh: inhibitors of C. elegans SKN-1 | C. elegans VP596 Pgst-4::GFP/RFP ratio, acrylamide-induced, 24 h | inhibition, % at 21.8 µM | 360,000 tested, 0.49% active | AID 624304;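 active = interference check ratio from 0.5 to 1.5 plus GFP to RFP signal ratio inhibition reaching or exceeding a fixed threshold, cut at about 30% in these data, passing the limit was not always enough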; also: some compounds called inactive have numbers as strong as hits
STEP block: blocks human striatal-enriched tyrosine phosphatase | recombinant STEP, OMFP fluorogenic substrate, fluorescence | 360,000 tested, 0.25% active | AID 588621 | P54829 | inhibition, % at 20 µM;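 active = inhibition at 20 µM, scaled per plate between control wells, above about 37%, limit read from the data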;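 also: 0% = DMSO with enzyme and substrate and 100% = substrate only without enzyme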
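Assay system: isolated STEP enzyme / Timing: 20 min at room temperature, dark / Doses: 20 µM, 1% DMSO / Technique: fluorescence intensity, excitation 480 nm, emission 540 nm / Reagent: fluorogenic phosphatase substrate OMFP at 25 µM final / Measure: percent inhibition scaled to no-enzyme and uninhibited-enzyme controls, plate-pattern corrected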
SUMO1 PPI mod: modulators of human SUMO1-mediated protein-protein interactions; SUMO1 binding to a labelled peptide, TR-FRET, 1 h; inhibition, % at 20 µM; 360,000 tested, 0.33% active; AID 602429; in the data active = inhibition above about 37%
NadD block: inhibitors of Staphylococcus aureus NadD. purified NadD enzyme, colorimetric absorbance read-out. inhibition, % at 20 µM. 360,000 tested, 0.78% active. AID 602399; in the data active = inhibition above about 26%; also: some compounds past the cut are filed as inactive
DNMT1 inh: inhibitors of human DNMT1; inhibition (reported as % activation of signal), % at 10 µM; DNMT1 molecular beacon, Hinp1I cleavage, fluorescence; 360,000 tested, 0.83% active; in the data active = inhibition above about 50%
LMPTP block: LMPTP (human) inhibition; inhibition, % at 20 µM; AID 651560; P24666; 360,000 tested, 0.22% active; recombinant LMPTP-A, OMFP fluorogenic substrate, fluorescence intensity;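 active = compounds that cut the enzyme signal by at least half of the control window in the single-dose screen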;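 also: plate controls were DMSO wells with enzyme plus substrate for no effect and substrate without enzyme for full effect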
Target sequence (P24666 whole entry, looked up): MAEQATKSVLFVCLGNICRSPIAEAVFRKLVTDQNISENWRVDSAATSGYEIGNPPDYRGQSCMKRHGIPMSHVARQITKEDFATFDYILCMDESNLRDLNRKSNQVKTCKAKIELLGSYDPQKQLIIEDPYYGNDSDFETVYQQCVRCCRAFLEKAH
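Test system: LMPTP-A phosphatase enzyme; input: 0.625 nM LMPTP-A final; reagent: OMFP substrate, 400 µM final; compound dosing: 20 µM single dose, 3% DMSO; incubation: 50 min dark incubation at room temperature; measured by: endpoint fluorescence intensity from OMFP dephosphorylation; measure: % inhibition relative to no-enzyme and uninhibited control wells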
NRP1-CendR mod: NRP-1/CendR interaction modulation; FAM-RPARPAR peptide binding to NRP-1, fluorescence polarization; O14786; inhibition, % at 25 µM; 360,000 tested, 0.85% active;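 active = inhibition or corrected inhibition above about 18%, plus a signal ratio from 0.5 to 1.5, limit read from the data, passing the limit was not always enough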; also: strong numbers were not always called active
Target sequence (O14786 whole entry, looked up): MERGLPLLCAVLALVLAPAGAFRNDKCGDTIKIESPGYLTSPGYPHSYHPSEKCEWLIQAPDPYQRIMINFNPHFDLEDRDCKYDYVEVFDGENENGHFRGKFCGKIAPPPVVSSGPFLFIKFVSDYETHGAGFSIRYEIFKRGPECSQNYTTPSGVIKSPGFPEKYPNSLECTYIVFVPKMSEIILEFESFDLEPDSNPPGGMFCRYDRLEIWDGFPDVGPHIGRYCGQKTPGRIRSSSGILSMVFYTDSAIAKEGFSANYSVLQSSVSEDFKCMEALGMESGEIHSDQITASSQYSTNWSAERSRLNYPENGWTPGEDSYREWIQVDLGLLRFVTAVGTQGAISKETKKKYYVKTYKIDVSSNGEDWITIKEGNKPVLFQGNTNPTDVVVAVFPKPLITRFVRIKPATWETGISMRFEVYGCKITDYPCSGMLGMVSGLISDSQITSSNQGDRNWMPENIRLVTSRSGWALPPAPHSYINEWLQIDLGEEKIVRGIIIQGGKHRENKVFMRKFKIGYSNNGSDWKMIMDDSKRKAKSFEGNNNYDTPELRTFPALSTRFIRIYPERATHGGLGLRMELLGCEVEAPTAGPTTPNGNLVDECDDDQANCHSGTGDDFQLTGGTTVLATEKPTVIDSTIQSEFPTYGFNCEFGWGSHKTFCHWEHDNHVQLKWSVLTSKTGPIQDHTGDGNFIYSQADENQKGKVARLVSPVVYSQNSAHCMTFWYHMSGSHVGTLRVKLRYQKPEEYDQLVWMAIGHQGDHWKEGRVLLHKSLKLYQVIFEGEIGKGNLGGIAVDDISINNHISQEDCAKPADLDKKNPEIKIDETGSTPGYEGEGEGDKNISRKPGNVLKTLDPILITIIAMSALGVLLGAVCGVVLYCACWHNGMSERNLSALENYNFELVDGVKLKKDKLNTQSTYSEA
Scp-1 inhibitor: inhibitors of human Scp-1 phosphatase; Q9GZU7; Recombinant Scp1, phosphopeptide, malachite green phosphate absorbance; inhibition, % at 20 µM; 340,000 tested, 0.88% active; AID 493091;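 active = inhibition above about 50% at 20 µM, limit read from the data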;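 also: plate controls were DMSO wells with enzyme for no effect and wells lacking enzyme for full effect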
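assay system = SCP-1 phosphatase catalytic domain, residues 76-261 | buffer or medium = 50 mM Tris acetate pH 5.5, 0.005% Tween-20, 10 mM MgCl2 | incubation = enzyme reaction 45 min at room temperature, colour 5 min, stabilisation 30 min | signal = Phosphate-binding colour reagent, absorbance read at 630 nm | measure = % inhibition at 20 µM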
Tb MetRS inh: Trypanosoma brucei MetRS inhibition; inhibition, % at 11.9 µM; purified T. brucei MetRS, ATP depletion, Kinase-Glo luminescence; 360,000 tested, 0.4% active;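 active = inhibition above a per-plate cutoff of the control wells' mean inhibition plus 3 SD, cut at about 5.5% in these data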;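 also: 0% = DMSO wells median and 100% = median of wells with control inhibitor compound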
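Test system – parasite MetRS enzyme · Reagent – substrates ATP, L-methionine and bulk Escherichia coli tRNA · Doses – 11.9 µM compound single dose, 0.9% DMSO · Times – 15 min enzyme-compound preincubation, 2 h reaction, 10 min detection, 25 °C · Signal – Kinase-Glo luminescence, ATP depletion format · Controls – DMSO-only wells as low control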
Starred values were filed as active, the others as inactive; i = inactive; . = not tested or not shown.

SMILES	Neddylation inh	SKN-1 inh	STEP block	SUMO1 PPI mod	NadD block	DNMT1 inh	LMPTP block	NRP1-CendR mod	Scp-1 inhibitor	Tb MetRS inh
CCOc1cc(C2c3c(n[nH]c3C)C(=O)N2c2ccc(Br)cc2)ccc1O (stereo unspecified)	i	-7	2	-4	3	5	0.0	-10	-6	-1.5
CN1CCc2c(sc3c2C(=O)NC(c2cccs2)N3)C1 (stereo unspecified)	i	17	-3	-3	5	-8	-2.2	-62	-2	-1.0
CC(OC(=O)c1ccc2c(=O)n3c(nc2c1)CCCCC3)C(=O)Nc1ccc(Cl)cn1 (stereo unspecified)	i	7	-1	3	1	-1	-0.3	-2	-7	0.2
O=C1OC[C@@H]2CCCN2C(=O)[C@H](CC(=O)N(CCO)Cc2ccccc2)C/C=C\C[C@H]1Cc1ccc(F)cc1	i	22	5	1	-6	0	2.3	-4	-6	0.1
Cn1ncc(C#N)c1/N=C/N1CCCCC1	i	12	1	-3	-3	5	-3.2	9	5	-1.0
Cc1ccc(NC(=O)CCS(=O)(=O)c2cc3c(cc2Cl)NC(=O)CO3)cc1	i	17	1	0	4	3	0.6	7	3	-0.6
CC(=O)c1ccc(NC(=S)NC(=O)c2c(Cl)c(C)nn2C)cc1	i	0	2	1	1	2	-2.9	0	-8	-0.4
Cc1nc2sccn2c(=O)c1S(=O)(=O)N1CCN(c2ccccc2)CC1	i	2	0	-1	8	-2	0.5	-5	-8	0.0
Cn1c(C(=O)NCCCN2CCCCCC2)cc2c(=O)n(C)c3ccccc3c21	i	14	0	-6	25	-11	25	-1	-4	-0.5
O=C(CNC(=O)c1ccco1)NCc1nc2ccccc2[nH]1	i	8	1	4	0	1	-0.9	-9	-2	0.0
CC(C)c1ccc(S(=O)(=O)N2CCN(CC(=O)Nc3ccc(Cl)cc3F)CC2)cc1	i	4	2	-2	3	-6	1.7	8	2	-0.4
CC(=O)C1=C(O)C(=O)N(CCCn2ccnc2)C1c1ccc(Br)cc1 (stereo unspecified)	i	5	-2	0	4	1	-4.6	-11	-4	-0.5
CCOC(=O)CCn1c(=O)c2c(nc(Br)n2Cc2ccccc2)n(C)c1=O	i	-17	-1	-1	-5	-1	-1.8	-2	-9	-0.8
O=C(c1ccccc1)N(Nc1ccccc1)c1ccccc1	i	9	-1	-1	-6	-2	0.2	-2	14	-0.7
CCCCNC(=O)CCN1N=C(c2ccccc2)CCC1=O	i	6	-2	-5	2	1	-0.9	2	-3	0.0
COc1ccc(S(=O)(=O)c2ccc(OC)c(OC)c2)cc1OC	i	-22	-2	21	-5	2	-2.6	-6	-6	-0.6
O=c1cc(-c2ccccc2)[nH]c2ccc(F)cc12	i	9	0	3	0	1	1.8	23*	28	0.1
CCc1ccc(-c2nc3ccc(Br)cc3c(C(=O)O)c2C)s1	i	6	-1	-5	-5	0	-1.8	-5	-4	-0.9
COc1cc(CN2CCN(Cc3ccccc3C(F)(F)F)CC2)cc(OC)c1OC	i	4	-1	2	-10	2	-1.9	10	-15	1.7
O=C(NNC(=O)c1cccnc1)NC1CCCCC1	i	6	-1	-3	-10	-4	-0.2	12	-11	0.1

3 compounds already listed, sorted by the value under STEP block, rising:
SMILES	Neddylation inh	SKN-1 inh	STEP block	SUMO1 PPI mod	NadD block	DNMT1 inh	LMPTP block	NRP1-CendR mod	Scp-1 inhibitor	Tb MetRS inh
CCc1ccc(-c2nc3ccc(Br)cc3c(C(=O)O)c2C)s1	i	6	-1	-5	-5	0	-1.8	-5	-4	-0.9
Cn1c(C(=O)NCCCN2CCCCCC2)cc2c(=O)n(C)c3ccccc3c21	i	14	0	-6	25	-11	25	-1	-4	-0.5
CC(C)c1ccc(S(=O)(=O)N2CCN(CC(=O)Nc3ccc(Cl)cc3F)CC2)cc1	i	4	2	-2	3	-6	1.7	8	2	-0.4

Following part.
SMILES	Neddylation inh	SKN-1 inh	STEP block	SUMO1 PPI mod	NadD block	DNMT1 inh	LMPTP block	NRP1-CendR mod	Scp-1 inhibitor	Tb MetRS inh
CCOc1ccc(S(=O)(=O)NCc2cccnc2)cc1C	i	1	1	-2	2	-1	-2.2	-9	-6	-0.1
Cc1ccc(S(=O)(=O)N(C)CC(=O)O/N=C(\N)c2ccc([N+](=O)[O-])cc2)cc1	i	10	1	-25	-4	-2	1.6	11	-12	-0.5
NC(=O)CC(NC(=O)Cc1ccc(Br)cc1)c1ccc(NC2CCCCCC2)c([N+](=O)[O-])c1 (stereo unspecified)	i	10	0	-11	-5	34	3.4	-56	-6	-0.2
COc1cc(-c2coc3c(C(=O)NCc4ccncc4)cccc23)ccc1O	i	6	1	-4	8	-3	-1.1	1	.	-0.3
CCCCN(CC)CCCNC(=O)c1cn(C)c2ccc(S(=O)(=O)N(C)C3CCCCC3)cc2c1=O	i	-16	1	-3	-5	1	-0.3	0	-2	-0.7
Cc1cc(C)nc(N2CCN(C(=O)c3ccc(S(=O)(=O)N4CCCCCC4)cc3)CC2)n1	i	-1	-3	1	-4	0	-2.6	-10	0	-0.6
O=C(CSc1nc2[nH]ncc2c(=O)[nH]1)Nc1cccc([N+](=O)[O-])c1	i	20	2	-22	-1	6	0.0	-2	-7	1.8
Cc1cccc(NC(=O)COc2cccc3c2CCN(C)C3=O)c1	i	-1	2	3	6	-2	0.2	3	-3	-0.3
CN(C(=O)c1ccccc1Cl)c1ccccc1	i	-13	2	1	-1	3	-1.3	-1	-1	-1.1
COc1ccc(Cl)cc1C(=O)NC1CC(C)(C)NC(C)(C)C1	i	12	-1	-1	1	0	0.2	-6	.	0.1
O=C1CN(C(=O)COC(=O)c2cc(S(=O)(=O)N3CCOCC3)ccc2Cl)c2ccccc2N1	i	10	5	1	1	6	3.3	11	42	-1.0
O=C(Cc1ccc(Cl)cc1Cl)OCC(=O)c1ccc[nH]1	i	14	-4	-4	0	-9	-0.3	-93	-11	0.2
Cc1ccc(CN(C)C(=O)COC(=O)CSc2ccc(C(N)=O)cc2[N+](=O)[O-])cc1	i	-2	-1	-32	-7	0	0.8	-1	1	0.0
CC(C)(C)NC(=O)NC(=O)COC(=O)Cc1c(Cl)cccc1Cl	i	0	-1	5	-4	-3	-0.6	6	1	-0.2
COc1ccc(CC(=O)Nc2cccc(/C(C)=N/NC(=O)c3cccc([N+](=O)[O-])c3)c2)cc1	i	-25	0	-16	7	3	2.0	-8	6	-0.1
CC(=O)N1CCN(C(=S)NC(=O)c2ccc(F)cc2)CC1	i	-1	1	3	-1	-4	-0.2	-2	-4	-0.6
CNC(C)C#Cc1ccc2sc3cccc(OC)c3c(=O)c2c1 (stereo unspecified)	i	-4	-1	-9	9	-11	5.4	-17	4	0.2
CC(Oc1ccc(Br)cc1)C(=O)Nc1cc(Cl)ccc1N1CCN(C)CC1 (stereo unspecified)	i	14	2	3	13	-3	-0.1	-1	12	-0.4
COCCCN(C)C1CCN(C(=O)Nc2ccc(F)cc2)CC1	i	-5	1	-4	-2	5	-5.4	4	-5	-0.3
O=C(NCCCn1ccnc1)/C(=C\c1ccccc1Cl)NC(=O)c1ccccc1	i	-15	2	4	-5	2	-2.5	3	-2	-0.4
O=C(Nc1cc([N+](=O)[O-])ccc1F)c1ccc2c(c1)OCCO2	i	-4	-2	1	-2	-2	-0.8	-13	-3	0.8
Cc1c(CCC(=O)O)c(=O)oc2c(C)c(OCc3ccccc3Cl)ccc12	i	0	99*	57*	10	1	87*	-30	97*	-0.3
Cc1cc(NC(=O)CCCn2nc([N+](=O)[O-])c(Br)c2C)no1	i	-10	1	-15	-6	2	-1.2	-8	-4	-0.3
Cc1ccc(C)c(NC(=O)CN(C)C(=O)c2cccc(-n3cccc3)c2)c1	i	2	4	15	-1	94*	8.2	-25	79*	-0.4
COc1cccc(C(c2nnnn2Cc2ccco2)N2CCN(c3cccc(C)c3C)CC2)c1OC (stereo unspecified)	i	-9	-3	-4	12	-7	5.7	11	3	-0.5
Clc1ccc(CN2CCc3c([nH]c4ccccc34)C2)cc1Cl	.	-3	0	-2	-4	-2	3.3	9	15	0.9
CC(NC(=O)c1ccnc(C(C)(C)C)c1)c1ccccc1 (stereo unspecified)	i	-4	0	0	3	1	-0.5	25	-2	-2.1
COc1ccc(-c2nc3cc(C)c(Br)c(C)n3c2CC(C)(C)C)cc1OC	i	-1	4	0	0	-6	3.9	1	.	-0.2
CCN1CC(CN(C)Cc2nc(-c3ccc(Cl)cc3)no2)CC1=O (stereo unspecified)	i	14	2	-5	-4	1	0.0	12	-4	0.2
Cc1ccnc(NC(=O)c2ccc3c(c2)C(=O)N(CCC(C)C)C3=O)c1	i	4	-1	-33	1	0	1.1	-9	1	-0.4
CCOC(=O)CC1C(=O)NCCN1Cc1cccc(C(F)(F)F)c1 (stereo unspecified)	i	4	-2	-3	4	-1	0.5	12	-18	0.1
CC(=O)Nc1sc(C)c(C)c1C(=O)OCC(=O)Nc1cc(S(=O)(=O)N2CCCCC2)ccc1Cl	i	13	0	-1	1	2	0.3	-8	3	-1.4
COc1cc(C)ccc1OCCCOc1cc(C)ccc1Cl	i	-7	8	3	3	-4	0.8	0	-7	0.2
O=C(Cn1c(COc2ccc(Cl)cc2)nc2ccccc21)NCC(F)(F)F	i	-1	-2	-1	3	-7	-0.9	-10	-5	0.7
Nc1c(C(=O)NCc2ccc(Cl)cc2)sc2nc3c(c(C(F)(F)F)c12)CCC3	i	2	-2	-7	-4	-14	2.2	2	1	-1.0
COc1ccccc1NS(=O)(=O)c1cccc(NC(=O)c2[nH]c(C)c(C(C)=O)c2C)c1	i	0	0	-8	-4	-2	1.6	6	-3	0.1
CCN(CC)C(=O)Cn1cc(S(=O)(=O)CC(=O)NCc2ccc(F)cc2)c2ccccc21	i	15	-2	6	1	0	0.1	3	-7	0.0
COc1ccc(CNC(=O)C2CCN(C(=O)c3ccc(F)cc3)CC2)cc1OC	i	2	2	1	1	8	-0.5	22	-6	-0.3
CCCCCCC(O)(c1ccccc1)C(CN1CCOCC1)c1ccccc1 (stereo unspecified)	i	16	2	1	-1	3	2.3	4	-7	-0.4
Cn1c(NC(=O)c2ccc(Cl)cc2)c(-c2ccccn2)c(=O)c2ccccc21	i	3	9	7	2	-4	0.9	-12	31	-0.5
CCn1c(Cc2cccn2C)nnc1SCC(=O)c1ccc(C)cc1	i	15	0	-2	7	-3	1.1	-3	-4	-0.4
COc1ccc2c(c1)c(=O)oc1cc3occ(C(C)(C)C)c3cc12	i	-15	-7	-3	1	29	-0.6	4	24	-1.2
COc1ccccc1Nc1c([N+](=O)[O-])cc(C)cc1[N+](=O)[O-]	i	6	5	-32	-1	1	3.2	-4	-5	-0.7

Quoted from the listing.
O=C(NNC(=O)c1cccnc1)NC1CCCCC1 | LMPTP block: -0.2
COc1ccc2c(c1)c(=O)oc1cc3occ(C(C)(C)C)c3cc12 | NadD block: 1
COc1ccc(S(=O)(=O)c2ccc(OC)c(OC)c2)cc1OC | NadD block: -5
